# PrPC TRFRET: reduces human prion protein on the cell surface | P04156 | cell surface PrPC, TR-FRET read-out | inhibition, % at 13.8 µM | 370,000 compounds, 0.43% hits | AID 720596; in the data active means inhibition above about 24%; further: 0% = median of the test wells and 100% = reference compound wells
# TcdB inh: TcdB glycohydrolase inhibition. P18177. TcdB glycohydrolase enzymatic assay, plate reader. inhibition, % at 9.99 µM. 350,000 compounds, 0.24% hits; in the data active means inhibition above about 10%
# Target sequence (P18177 whole entry, looked up): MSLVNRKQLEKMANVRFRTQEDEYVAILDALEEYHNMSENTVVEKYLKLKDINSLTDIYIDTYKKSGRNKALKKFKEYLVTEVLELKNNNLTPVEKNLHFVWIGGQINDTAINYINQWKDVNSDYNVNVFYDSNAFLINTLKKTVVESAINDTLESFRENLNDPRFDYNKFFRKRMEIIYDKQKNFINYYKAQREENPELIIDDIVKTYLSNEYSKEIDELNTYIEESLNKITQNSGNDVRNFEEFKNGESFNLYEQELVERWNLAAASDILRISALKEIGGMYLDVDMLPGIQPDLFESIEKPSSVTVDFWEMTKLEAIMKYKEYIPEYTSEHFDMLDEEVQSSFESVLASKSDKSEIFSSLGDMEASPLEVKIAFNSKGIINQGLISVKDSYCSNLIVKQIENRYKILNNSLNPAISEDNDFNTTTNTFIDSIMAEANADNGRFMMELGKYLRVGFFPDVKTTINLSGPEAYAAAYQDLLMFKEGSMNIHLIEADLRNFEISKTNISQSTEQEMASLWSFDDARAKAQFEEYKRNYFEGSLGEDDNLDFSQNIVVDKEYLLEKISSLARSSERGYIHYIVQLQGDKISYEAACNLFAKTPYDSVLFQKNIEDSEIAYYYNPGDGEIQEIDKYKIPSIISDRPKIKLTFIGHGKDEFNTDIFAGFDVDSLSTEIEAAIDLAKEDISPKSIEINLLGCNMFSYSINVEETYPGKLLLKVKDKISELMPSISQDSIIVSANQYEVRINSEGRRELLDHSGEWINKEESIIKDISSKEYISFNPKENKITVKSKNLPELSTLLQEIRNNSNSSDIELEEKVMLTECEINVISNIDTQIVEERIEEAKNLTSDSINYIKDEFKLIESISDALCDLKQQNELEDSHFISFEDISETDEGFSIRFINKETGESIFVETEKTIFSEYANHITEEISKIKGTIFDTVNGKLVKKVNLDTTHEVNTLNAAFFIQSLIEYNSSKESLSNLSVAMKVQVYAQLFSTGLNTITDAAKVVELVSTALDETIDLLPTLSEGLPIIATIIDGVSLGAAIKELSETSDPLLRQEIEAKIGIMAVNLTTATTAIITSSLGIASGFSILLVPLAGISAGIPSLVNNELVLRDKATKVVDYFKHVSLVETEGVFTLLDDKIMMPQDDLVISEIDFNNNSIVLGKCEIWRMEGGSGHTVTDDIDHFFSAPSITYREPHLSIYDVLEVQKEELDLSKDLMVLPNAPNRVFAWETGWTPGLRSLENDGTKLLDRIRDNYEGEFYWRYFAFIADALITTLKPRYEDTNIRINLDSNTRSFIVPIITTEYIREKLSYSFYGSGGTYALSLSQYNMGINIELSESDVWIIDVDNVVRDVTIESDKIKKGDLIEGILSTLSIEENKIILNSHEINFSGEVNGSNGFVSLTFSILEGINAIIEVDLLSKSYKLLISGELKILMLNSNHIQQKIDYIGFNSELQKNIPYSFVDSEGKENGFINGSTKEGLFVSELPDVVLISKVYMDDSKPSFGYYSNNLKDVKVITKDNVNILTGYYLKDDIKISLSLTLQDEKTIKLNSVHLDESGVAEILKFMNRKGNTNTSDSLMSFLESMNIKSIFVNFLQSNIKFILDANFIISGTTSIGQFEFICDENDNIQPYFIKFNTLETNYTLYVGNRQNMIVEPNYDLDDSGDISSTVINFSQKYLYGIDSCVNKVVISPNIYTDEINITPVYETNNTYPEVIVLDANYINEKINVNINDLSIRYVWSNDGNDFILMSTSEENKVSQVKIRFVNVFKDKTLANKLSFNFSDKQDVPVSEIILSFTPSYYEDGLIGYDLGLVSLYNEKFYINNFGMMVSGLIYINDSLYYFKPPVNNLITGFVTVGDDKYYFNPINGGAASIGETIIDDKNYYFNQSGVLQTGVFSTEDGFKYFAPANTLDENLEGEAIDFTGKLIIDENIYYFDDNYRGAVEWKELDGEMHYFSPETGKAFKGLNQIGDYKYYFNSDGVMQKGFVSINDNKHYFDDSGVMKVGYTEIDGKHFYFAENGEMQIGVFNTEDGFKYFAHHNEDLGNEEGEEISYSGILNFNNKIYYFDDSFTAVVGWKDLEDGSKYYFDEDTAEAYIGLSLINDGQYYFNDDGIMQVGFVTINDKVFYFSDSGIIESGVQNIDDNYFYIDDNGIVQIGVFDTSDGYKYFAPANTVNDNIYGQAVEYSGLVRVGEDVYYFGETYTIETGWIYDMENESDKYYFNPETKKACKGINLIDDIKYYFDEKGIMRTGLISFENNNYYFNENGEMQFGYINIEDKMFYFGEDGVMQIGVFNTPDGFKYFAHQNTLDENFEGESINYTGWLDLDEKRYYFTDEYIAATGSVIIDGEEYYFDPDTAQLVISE
# * marks the source's active call; other numbers are inactive results; . = no result given. Some of the compounds tested, so the mix of outcomes need not match the whole.
item | molecule | PrPC TRFRET | TcdB inh
1 | C/C=C/c1ccc2c(c1)O[C@@H](CN(C)C(=O)NC(C)C)[C@H](C)CN([C@H](C)CO)S2(=O)=O | . | 1.4
2 | O=S(=O)(N[C@H]1CC[C@H](CCn2cc(-c3ccccn3)nn2)O[C@H]1CO)c1cccc(F)c1 | . | -0.3
3 | CCCNC(=O)N1[C@@H]2Cn3c(ccc(-c4ccccc4OC)c3=O)[C@H]1[C@@H](C(=O)NCC)[C@@H]2CO | . | 0.3
4 | COc1ccc(NC(=O)Nc2ccc3c(c2)OC[C@H](C)NC[C@@H](C)[C@H](OC)CN(C)C3=O)cc1 | . | -1.4
5 | CCC(=O)N[C@@H]1CC[C@H](CC(=O)NCC2CCCCC2)O[C@@H]1CO | . | 1.0
6 | O=C(Cc1cccnc1)N1CCCCN2[C@H](CO)[C@H](c3ccc(C#CC4CCCC4)cc3)[C@@H]2C1 | . | 2.0
7 | CCC(=O)N[C@@H]1CC[C@H](CCn2cc(-c3cccc(OC)c3)nn2)O[C@H]1CO | . | -0.4
8 | CCCN(C)C[C@H]1Oc2cc(C#CC3CCCC3)ccc2S(=O)(=O)N([C@@H](C)CO)C[C@H]1C | . | -1.4
9 | CCCC(=O)Nc1ccc2c(c1)OC[C@@H](C)N(C(C)=O)C[C@H](C)[C@@H](OC)CN(C)C2=O | . | -0.5
10 | CS(=O)(=O)N1[C@@H]2Cn3c(ccc(-c4ccc(F)cc4)c3=O)[C@H]1[C@@H](C(=O)NCC1CC1)[C@@H]2CO | . | 0.6
11 | CO[C@@H]1CN(C)C(=O)c2cc(NS(=O)(=O)c3cccc(F)c3)ccc2OC[C@@H](C)N(C(=O)Cc2cccnc2)C[C@@H]1C | . | 0.5
12 | CCCNC(=O)N1CC2(CCN(C)CC2)c2c([nH]c3cc(OC)ccc23)[C@@H]1CO | . | -1.7
13 | O=C(N[C@@H]1CC[C@@H](CCNS(=O)(=O)c2ccc(Cl)cc2)O[C@H]1CO)c1cnccn1 | . | -0.3
14 | C[C@@H]1CN([C@@H](C)CO)C(=O)c2cc(C3=CCCC3)cnc2O[C@H]1CN(C)Cc1ccccn1 | . | 0.3
15 | C[C@@H]1CCCCO[C@H](CN(C)C(=O)Nc2cccc3ccccc23)[C@H](C)CN([C@H](C)CO)C(=O)c2cc(NS(=O)(=O)c3ccc(F)cc3)ccc2O1 | . | 0.0
16 | COc1ccc2c3c(n(C)c2c1)[C@@H](CO)N(C(=O)c1cnccn1)CC31CCN(C(=O)c2ccncc2)CC1 | . | 0.7
17 | CNC[C@@H]1Oc2ccc(NC(=O)CCCN(C)C)cc2C(=O)N([C@H](C)CO)C[C@@H]1C | . | -2.9
18 | Cc1ccccc1-c1cnc2c(c1)C(=O)N([C@H](C)CO)C[C@H](C)[C@H](CN(C)C(=O)c1ccc(F)cc1)O2 | . | 0.4
19 | C[C@H](CO)N1C[C@H](C)[C@H](CN(C)S(C)(=O)=O)Oc2cc(C#Cc3ccccc3)ccc2S1(=O)=O | . | 0.4
20 | CCC(=O)N(C)C[C@H]1Oc2ncc(-c3ccccc3F)cc2C(=O)N([C@H](C)CO)C[C@H]1C | . | 0.5
21 | C[C@@H]1CN([C@@H](C)CO)C(=O)Cc2cc(NS(C)(=O)=O)ccc2O[C@@H]1CN(C)Cc1ccc(C(=O)O)cc1 | . | -1.0
22 | O=C(Nc1ccc2c(c1)[C@H]1C[C@H](CC(=O)N3CCc4ccccc4C3)O[C@H](CO)[C@H]1O2)C1CCOCC1 | . | -0.1
23 | COc1ccccc1CNC(=O)C[C@H]1CC[C@H](NC(=O)CN(C)C)[C@H](CO)O1 | . | 0.7
24 | C[C@@H]1CN([C@H](C)CO)C(=O)CCCn2cc(nn2)CO[C@@H]1CN(C)S(=O)(=O)c1ccc(-c2ccccc2)cc1 | . | -1.4
25 | O=C(C[C@H]1CC[C@H]2[C@@H](COC[C@@H](O)CN2Cc2cccc(Cl)c2)O1)N1CCCCC1 | . | 1.2
26 | CC(=O)N(C)C[C@@H]1Oc2cc(-c3ccccc3C)ccc2S(=O)(=O)N([C@@H](C)CO)C[C@H]1C | . | -1.8
27 | CNC[C@H]1OCc2ccccc2-c2ccccc2C(=O)N([C@@H](C)CO)C[C@@H]1C | . | -2.2
28 | CCNC(=O)[C@@H]1[C@@H](CO)[C@@H]2Cn3c(ccc(C4=CCCC4)c3=O)[C@H]1N2Cc1ccncc1 | . | -2.4
29 | CO[C@@H]1CN(C)C(=O)c2ccc(NC(=O)C3CCC3)cc2OC[C@@H](C)N(Cc2ccccn2)C[C@@H]1C | . | 0.4
30 | CCCNC(=O)N1C[C@H](C)[C@H](OC)CN(C)C(=O)c2cc(NC(=O)CCC)ccc2OC[C@H]1C | . | -0.3
31 | CCCNC(=O)Nc1ccc2c(c1)C(=O)N(C)[C@H]1CC[C@H](CC(=O)OC)O[C@@H]1CO2 | . | 0.3
32 | Cc1cccc(S(=O)(=O)N2CC[C@H]3[C@H](CO)Nc4ccc(C#Cc5cccnc5)cc4[C@H]32)c1 | . | 1.2
33 | C[C@H]1CN([C@@H](C)CO)C(=O)c2cc(NC(=O)C3CC3)ccc2O[C@H]1CN(C)C(=O)Nc1ccc2c(c1)OCO2 | . | -0.8
34 | COc1ccc(NC(=O)N2CC(=O)N3[C@H](C2)[C@H](c2ccc(/C=C/c4ccccc4)cc2)[C@@H]3CO)cc1 | . | -1.1
35 | C[C@H]1CCCCO[C@H](CN(C)C(=O)C2CCCCC2)[C@@H](C)CN([C@@H](C)CO)C(=O)c2cc(NC(=O)c3ccccc3)ccc2O1 | . | 0.7
36 | CCN(C[C@H]1N[C@@H](CO)[C@@H]1c1ccc(-c2cccc(C#N)c2)cc1)C(=O)COC | . | 0.6
37 | O=C(CCN1CCCCC1)N[C@@H]1CC[C@@H](CC(=O)N2CCC(Cc3ccccc3)CC2)O[C@H]1CO | . | 0.9
38 | Cc1noc(C)c1S(=O)(=O)Nc1ccc2c(c1)CC(=O)N([C@@H](C)CO)C[C@@H](C)[C@@H](CN(C)Cc1ccc3c(c1)OCO3)O2 | . | -2.5
39 | C[C@H]1CN([C@@H](C)CO)C(=O)c2cc(C#Cc3cccc(F)c3)cnc2O[C@@H]1CN(C)C(=O)C1CC1 | . | -1.7
40 | Cc1noc(C)c1S(=O)(=O)N(C)C[C@@H]1Oc2c(NC(=O)c3cnccn3)cccc2C(=O)N([C@H](C)CO)C[C@@H]1C | . | 0.3
41 | CN1C(=O)c2cc(NC(=O)c3ccno3)ccc2OC[C@H]2O[C@@H](CC(=O)NC3Cc4ccccc4C3)CC[C@@H]21 | . | 1.0
42 | C[C@@H]1CCCCO[C@H](CN(C)C(=O)Nc2ccc(F)cc2)[C@H](C)CN([C@@H](C)CO)C(=O)c2cc(NS(C)(=O)=O)ccc2O1 | . | -0.7
43 | O=C(C[C@H]1CC[C@@H]2NC[C@H](O)COC[C@H]2O1)NCc1ccc2c(c1)OCO2 | . | 0.2
44 | Cc1ccccc1S(=O)(=O)N[C@@H]1CC[C@@H](CCNS(=O)(=O)c2cccc(F)c2)O[C@H]1CO | . | 0.0
45 | COc1ccc(NC(=O)N(C)C[C@@H]2Oc3cc(-c4cccc(C(=O)N(C)C)c4)ccc3S(=O)(=O)N([C@@H](C)CO)C[C@H]2C)cc1 | . | 0.1

# Among those listed so far, these contain two or more sulfur atoms.
item | molecule | PrPC TRFRET | TcdB inh
19 | C[C@H](CO)N1C[C@H](C)[C@H](CN(C)S(C)(=O)=O)Oc2cc(C#Cc3ccccc3)ccc2S1(=O)=O | . | 0.4
44 | Cc1ccccc1S(=O)(=O)N[C@@H]1CC[C@@H](CCNS(=O)(=O)c2cccc(F)c2)O[C@H]1CO | . | 0.0

# Next section:
item | molecule | PrPC TRFRET | TcdB inh
46 | C[C@H](NC(=O)C[C@H]1C[C@@H]2c3cc(NC(=O)CN(C)C)ccc3O[C@@H]2[C@@H](CO)O1)c1ccccc1 | . | -0.5
47 | Cc1noc(C)c1S(=O)(=O)N(C)C[C@@H]1Oc2c(NS(=O)(=O)c3cn(C)cn3)cccc2C(=O)N([C@H](C)CO)C[C@@H]1C | . | -0.3
48 | COc1ccc(S(=O)(=O)Nc2cccc3c2O[C@@H](CN(C)Cc2ccc(C(F)(F)F)cc2)[C@@H](C)CN([C@H](C)CO)C3=O)cc1 | . | 0.5
49 | O=C(C1CCOCC1)N1CC(=O)N2[C@H](CO)[C@@H](c3ccc(C#CC4CCCC4)cc3)[C@@H]2C1 | . | -0.5
50 | CNC(=O)C1=C[C@@H](c2ccc(OC)cc2)C[C@@H](OCCCCO)O1 | . | 0.2
51 | C[C@H](CO)N1C[C@H](C)[C@H](CN(C)S(=O)(=O)c2ccc(F)cc2)Oc2ncc(-c3cccc(C(F)(F)F)c3)cc2C1=O | . | 1.2
52 | C[C@@H]1CN([C@@H](C)CO)C(=O)c2cc(NS(=O)(=O)c3cccs3)ccc2O[C@@H](C)CCCCO[C@@H]1CN(C)C(=O)Nc1ccc2c(c1)OCO2 | . | -0.4
53 | C[C@H]1CN([C@@H](C)CO)C(=O)Cc2cc(NS(C)(=O)=O)ccc2O[C@@H]1CN(C)S(=O)(=O)c1ccccc1 | . | 1.2
54 | C[C@@H]1CN([C@H](C)CO)C(=O)Cc2cc(NC(=O)Cn3cnnn3)ccc2O[C@H]1CN(C)Cc1ccncc1 | . | 0.5
55 | C[C@@H]1CN([C@H](C)CO)C(=O)c2cccc(NC(=O)Nc3cccc4ccccc34)c2O[C@H]1CN(C)C(=O)Nc1ccc(C(F)(F)F)cc1 | . | -0.7
56 | CCCN1C[C@@H](C)[C@@H](OC)CN(C)C(=O)c2cc(NC(=O)c3ccccc3F)ccc2OC[C@H]1C | . | 0.1
57 | CCCC#Cc1ccc2c(c1)O[C@@H](CN(C)C)[C@@H](C)CN([C@@H](C)CO)S2(=O)=O | . | -2.2
58 | Cc1ccc(S[C@]2(C(=O)NCCCN(C)C)CC(=O)N(C3CCCCC3)[C@@H]2c2ccc(CO)cc2I)cc1 | . | 0.3
59 | COc1ccc(NC(=O)N2CC3(C2)CN(CC2CC2)[C@@H](CO)c2c3c3ccc(OC)cc3n2C)cc1 | . | 1.9
60 | COc1ccccc1-c1cn(CC[C@@H]2CC[C@@H](NC(=O)C3CCC3)[C@@H](CO)O2)nn1 | . | -2.1
61 | C[C@@H]1CN([C@@H](C)CO)C(=O)c2cccc(NC(=O)Nc3ccccc3)c2O[C@H]1CN(C)CC1CC1 | . | 0.4
62 | C[C@@H]1CN([C@H](C)CO)C(=O)c2cccc(NS(=O)(=O)c3cn(C)cn3)c2O[C@H]1CN(C)Cc1ccc(C(=O)Nc2ccccc2N)cc1 | . | -1.3
63 | C[C@@H]1CN([C@@H](C)CO)C(=O)c2cc(C#C[C@@H](C)O)cnc2O[C@H]1CN(C)C(=O)c1ccncc1 | . | -2.3
64 | CCCNC(=O)N(C)C[C@@H]1Oc2cc(-c3cccnc3)ccc2S(=O)(=O)N([C@H](C)CO)C[C@@H]1C | . | -0.8
65 | CNC[C@@H]1OCCCC[C@@H](C)Oc2ccc(NC(=O)Nc3cccc4ccccc34)cc2C(=O)N([C@@H](C)CO)C[C@H]1C | . | 0.4
66 | Cc1noc(C)c1S(=O)(=O)Nc1ccc2c(c1)C(=O)N([C@@H](C)CO)C[C@@H](C)[C@H](CN(C)S(C)(=O)=O)O2 | . | 0.3
67 | COc1ccc(NC(=O)Nc2ccc3c(c2)C(=O)N([C@H](C)CO)C[C@H](C)[C@H](CN(C)C(=O)Nc2cccc4ccccc24)OCCCC[C@@H](C)O3)cc1 | . | 1.6
68 | CCNC(=O)C[C@@H]1CC[C@H]2[C@@H](COC[C@@H](O)CN2C(=O)Nc2ccc3c(c2)OCO3)O1 | . | -1.5
69 | CS(=O)(=O)Nc1ccc2c(c1)[C@@H]1C[C@@H](CC(=O)O)O[C@@H](CO)[C@@H]1O2 | . | -2.3
70 | C[C@H]1CN([C@@H](C)CO)S(=O)(=O)c2ccc(-c3ccc(F)cc3)cc2O[C@@H]1CN(C)C(=O)C1CCOCC1 | . | 0.3
71 | C[C@@H]1CN([C@H](C)CO)C(=O)c2cc(NC(=O)Nc3cccc4ccccc34)ccc2O[C@@H]1CN(C)Cc1ccccc1 | . | 1.0
72 | COc1ccc(S(=O)(=O)N(C)C[C@@H]2Oc3c(cccc3N(C)C)C(=O)N([C@@H](C)CO)C[C@@H]2C)cc1 | . | 1.0
73 | C[C@H](CO)N1C[C@H](C)[C@@H](CN(C)S(C)(=O)=O)OCCCC[C@H](C)Oc2ccc(NC(=O)C3CCCCC3)cc2C1=O | . | 0.5
74 | CCc1nccn1CC(=O)c1ccc(O)c(O)c1 | 4 | .
75 | Cn1nnnc1Sc1ncnc2scc(-c3cnc(N)nc3)c12 | 8 | .
76 | C[C@H]1[C@@H](N(C)CC2CCCCC2)CC[C@@]23CCCN2C(=O)CCC[C@@H]13 | 1 | .
77 | COc1cccc(CN[C@@H]2CC[C@@]34CCCN3C(=O)CCC[C@H]4C2)c1 | -5 | .
78 | CC(C)c1ccc(NC(=O)O[C@H]2CC[C@@]34CCCN3C(=O)CCC[C@H]4[C@H]2C)cc1 | 2 | .
79 | O=C1C[C@H](c2ccc3ccccc3c2)N=C2N1/C(=C\c1ccccc1)[C@@H](c1ccccc1C(F)(F)F)N2Cc1ccc2c(c1)OCO2 | 7 | .
80 | NC(=O)C1CCN(c2nc(-c3ccc4c(c3)OCCCO4)cs2)CC1 | 10 | .
81 | Cc1ccccc1CNC1CCC12CCC(c1ccccc1)CC2 (stereo unspecified) | 5 | .
82 | COc1ccc2c(c1)N=CN1CCc3c([nH]c4ccccc34)C3=NCC[C@@]321 | -13 | .
83 | CCCCN1C(=O)c2ccccc2NC1c1ccc(OC)c(COc2ccc(NC(C)=O)cc2)c1 (stereo unspecified) | -7 | .
84 | Cc1ccc(OCCOc2c(Cl)cc(Cl)cc2Cl)c([N+](=O)[O-])n1 | 3 | .

# 4 entries from above, in transposed form:
(78) CC(C)c1ccc(NC(=O)O[C@H]2CC[C@@]34CCCN3C(=O)CCC[C@H]4[C@H]2C)cc1
(79) O=C1C[C@H](c2ccc3ccccc3c2)N=C2N1/C(=C\c1ccccc1)[C@@H](c1ccccc1C(F)(F)F)N2Cc1ccc2c(c1)OCO2
(80) NC(=O)C1CCN(c2nc(-c3ccc4c(c3)OCCCO4)cs2)CC1
(81) Cc1ccccc1CNC1CCC12CCC(c1ccccc1)CC2 (stereo unspecified)

compound no.	78	79	80	81
PrPC TRFRET	2	7	10	5
TcdB inh	.	.	.	.

# Screening data: PubChem, several laboratories
